Compound activity from PubChem.
Yeast superoxide – reduction of superoxide in aged yeast, primary screen, HTS; AID 2690, 2010; 0.18% of 330,000 active; S. cerevisiae aged cells, superoxide DHE fluorescence; stronger effect = lower value; superoxide response (% of plate mean), % at 10 µM;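 active = superoxide response under a set limit, about three screen SD below normal, cut at about 65% in these data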;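 also: yeast aged for seven days with compound at 30 °C before DHE staining; 100% = average MFI of all compound-treated wells on the plate with controls excluded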
CIT2-GFP yeast – modulators of CIT2-GFP expression in yeast, primary screen, S. cerevisiae, GFP fusion, multiplex flow cytometry, MLPCN library | S. cerevisiae CIT2-GFP strain, 3 h; 100 means same as DMSO wells | GFP response vs DMSO, % at 10 µM | 0.065% of 320,000 active | AID 2029, 2009;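 active = GFP response relative to DMSO above a set limit, near the screen mean plus 3 SD, cut at about 150% in these data; inconclusive = Fewer than 70 cells measured for a yeast strain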;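 also: ratio of well median GFP fluorescence to mean of DMSO wells on the plate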
AGP1-GFP MLPCN – modulators of AGP1-GFP expression in yeast TOR pathway, primary screen, cell-based, multiplex flow cytometry, S. cerevisiae, MLPCN library. 0.02% of 320,000 active. GFP response vs DMSO, % at 10 µM. AID 2066, 2009. 3 h; GFP as percent of DMSO wells;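 active = GFP response relative to DMSO above a set limit, near screen average plus 3 SD, cut at about 150% in these data; inconclusive = fewer than 70 cells counted for the yeast strain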;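 also: median GFP channel fluorescence of the gated AGP1 strain per well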
Efflux pump mplx – inhibitors of Candida efflux pumps in yeast, primary screen, S. cerevisiae, Nile Red, multiplex; 0.44% of 330,000 active; inhibition, % at 10 µM; AID 485275, 2010; S. cerevisiae Candida pump triplex;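 active = plate passing quality check with inhibition over a set limit, or well fluorescence over plate mean plus 4 SD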;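 also: Nile Red retained in pooled yeast measured as flow cytometry median fluorescence; 0% = buffer negative control and 100% = Enniatin B positive control; higher means more Nile Red kept so more efflux inhibition; some compounds called inactive have numbers as strong as hits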
AHR act – AHR activators, primary screen, cell-based, luminescence, luciferase reporter, human. Aryl hydrocarbon receptor (Homo sapiens), P35869. AHR-responsive luciferase reporter cells. activation, % at 5 µM. 2.5% of 320,000 active. AID 2796, 2010; in the data active = activation above about 47%;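 also: 0% = vehicle wells and 100% = reference agonist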
Target sequence (P35869 whole entry, looked up): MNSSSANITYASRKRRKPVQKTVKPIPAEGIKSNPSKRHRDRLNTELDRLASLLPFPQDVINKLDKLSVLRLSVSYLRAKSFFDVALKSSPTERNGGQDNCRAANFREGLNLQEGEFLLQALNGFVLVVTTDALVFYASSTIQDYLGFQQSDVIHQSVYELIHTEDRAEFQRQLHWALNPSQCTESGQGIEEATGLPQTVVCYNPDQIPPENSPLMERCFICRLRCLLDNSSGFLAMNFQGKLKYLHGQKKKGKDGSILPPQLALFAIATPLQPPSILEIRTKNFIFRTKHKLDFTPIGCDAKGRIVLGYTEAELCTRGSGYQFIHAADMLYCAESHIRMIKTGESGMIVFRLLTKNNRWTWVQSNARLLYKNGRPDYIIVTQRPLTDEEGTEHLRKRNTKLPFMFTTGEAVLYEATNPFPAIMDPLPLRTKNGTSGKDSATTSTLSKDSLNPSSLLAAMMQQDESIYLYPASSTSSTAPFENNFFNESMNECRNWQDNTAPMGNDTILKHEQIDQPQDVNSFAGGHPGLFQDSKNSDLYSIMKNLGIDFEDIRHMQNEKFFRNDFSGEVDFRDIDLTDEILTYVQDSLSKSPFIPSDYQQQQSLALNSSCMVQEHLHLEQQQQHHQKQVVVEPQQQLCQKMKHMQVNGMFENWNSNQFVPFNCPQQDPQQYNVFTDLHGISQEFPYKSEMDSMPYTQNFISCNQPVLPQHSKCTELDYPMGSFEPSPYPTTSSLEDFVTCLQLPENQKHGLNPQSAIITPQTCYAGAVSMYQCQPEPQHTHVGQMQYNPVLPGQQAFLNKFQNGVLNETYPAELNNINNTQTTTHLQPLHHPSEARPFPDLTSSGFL
RPL19A TOR yeast – RPL19A-GFP expression modulators in yeast, primary screen, cell-based, S. cerevisiae, multiplex flow cytometry, MLPCN; percent response vs DMSO, % at 10 µM; AID 2025, 2009; 0.3% of 330,000 active; S. cerevisiae RPL19A-GFP strain, 3 h; stronger effect = lower value;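 active = percent response vs DMSO below 50%; inconclusive = fewer than 70 events counted for the yeast strain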;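 also: median channel GFP fluorescence of the barcoded RPL19A-GFP strain; ratio of sample median GFP to plate DMSO average so 100% = DMSO; lower means less RPL19A-GFP as with rapamycin TOR inhibition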
MEP2-GFP yeast – modulators of MEP2-GFP levels in yeast, primary screen, S. cerevisiae, multiplex flow cytometry, MLPCN library; S. cerevisiae MEP2-GFP strain, 3 h; 100% = DMSO control level; GFP response vs DMSO, % at 10 µM; 0.51% of 330,000 active; AID 2016, 2009;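 active = GFP response versus DMSO above a set limit, roughly screen mean plus 3 SD, cut at about 180% in these data; inconclusive = fewer than 70 cells counted for a yeast strain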;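 also: median GFP fluorescence of the barcode-gated MEP2-GFP cells per well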
LAP4 TOR yeast – modulators of LAP4-GFP expression in yeast, primary screen, S. cerevisiae, multiplex flow cytometry, MLPCN library; GFP response vs DMSO, % at 10 µM; 0.34% of 320,000 active; 3 h; median GFP as percent of DMSO wells;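 active = GFP response vs DMSO above a set limit, about the screen mean plus 3 SD, cut at about 150% in these data; inconclusive = under 70 cell events counted for the yeast strain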
The depositor's hits bear a star; i = inactive; ? = inconclusive; / = no result given; [ ] = remark or other dose.

SMILES	Yeast superoxide	CIT2-GFP yeast	AGP1-GFP MLPCN	Efflux pump mplx	AHR act	RPL19A TOR yeast	MEP2-GFP yeast	LAP4 TOR yeast
O=C(Nc1sc2c(c1C(=O)O)CCC2)c1ccccc1Cl	111	106	89	0.5*	2	107	117	88
COc1ccc(CCNC(=O)CN2C(=O)CSc3ccc(S(=O)(=O)N4CCOCC4)cc32)cc1OC	95	98	105	0.1	1	104	109	97
COc1ccc(C2=Nn3c(nnc3-c3ccco3)SC2)cc1OC	99	96	97	0.1	29	103	103	97
CCN(CC)CCN1C(=O)C(O)=C(C(=O)c2cc3cccc(OC)c3o2)C1c1cccs1 (stereo not drawn)	i	94	108	-0.1	4	97	98	117
COc1ccc(NC(=O)CS(=O)(=O)c2ccc(F)cc2)cc1	88	105	106	-0.1	-1	92	102	112
COC(=O)C(NC(=O)c1ccc(OC)cc1)(Nc1ncc(S(=O)(=O)c2ccc([N+](=O)[O-])cc2)s1)C(F)(F)F (stereo not drawn)	111	93	102	0.1	5	95	98	98
O=C1OCCC1Sc1nc2ccccc2n1-c1ccccc1 (stereo not drawn)	93	105	106	0.2	0	103	105	97
O=C1NCC(NC(=O)C(F)(F)F)c2cc3c(cc21)OCO3 (stereo not drawn)	100	108	104	-0.2	0	103	102	92
O=C(O)CN1C(=O)/C(=C\c2cc(Br)ccc2OCc2ccccc2Cl)SC1=S	107	99	111	0.1	35	110	108	99
O=C(c1cc2ccccc2o1)N1CCN(c2cccc(C(F)(F)F)c2)CC1	96	100	91	-1.9	-6	98	100	79
COC(=O)C1=C(COc2ccc(F)cc2)NC(=O)NC1c1ccc(C)cc1C (stereo not drawn)	97	104	99	0.0	1	99	101	101
CCc1ccc2nc(SCC(=O)Nc3nnc(C)s3)c(C)cc2c1	100	102	106	0.1	1	102	114	126
Cc1cc(C(=O)COC(=O)C2=COCCO2)c(C)n1-c1cccc(F)c1	99	101	102	-0.2	-3	98	98	100
O=C(/C=C/c1ccc2c(c1)OCO2)c1ccc[nH]1	105	100	101	0.1	16	106	104	90
CO/N=C(/CS(=O)Cc1ccc(Cl)cc1)c1ccc(Cl)cc1 (stereo not drawn)	96	93	99	0.1	-4	100	99	111
CC1(C)CC(n2c(=S)[nH]c3ccccc3c2=O)CCO1 (stereo not drawn)	81	?	29[may fluoresce violet]	0.1	6	/	267*[may fluoresce violet]	98[may fluoresce violet]
Cc1cccc(OCC(=O)Nc2ccc3c(c2)nc(CN2CCCCC2)n3C)c1	103	106	102	0.0	1	101	103	97
COc1ccc(CCN(C)C(=O)c2ccc3c(=O)n4c(nc3c2)CCCCC4)cc1OC	96	97	101	-0.2	1	97	98	99
COc1cccc(NC(=O)[C@H](C)NC(=O)C2CCN(S(=O)(=O)c3ccc(C)cc3)CC2)c1	93	100	105	0.0	2	99	100	101
CCOCCCNC(=O)CN1C(=O)COc2ccc(S(=O)(=O)N3CCOCC3)cc21	102	125	110	-0.1	-1	107	107	90
CC(=O)Nc1ccc(S(=O)(=O)Nc2nc3ccccc3nc2Nc2ccccc2)cc1	106	99	101	-0.4	2	103	105	93
Cc1cc(C=O)c(C)n1-c1ccc(N2CCOCC2)c([N+](=O)[O-])c1	90	93	100	-0.1	10	93	97	105
CCOc1cc(C(c2c(C)[nH][nH]c2=O)c2c(C)[nH][nH]c2=O)ccc1OS(=O)(=O)c1ccccc1	79	92	102	0.1	-1	102	102	102
COc1ccccc1NC(=O)COC(=O)Cn1cnc2c1c(=O)n(C)c(=O)n2C	93	98	97	-0.2	-1	97	99	95
OCCN(CCO)CC(O)COCCC12CC3CC(CC(C3)C1)C2 (stereo not drawn)	112	102	95	0.3	3	100	104	103
Later entries
SMILES	Yeast superoxide	CIT2-GFP yeast	AGP1-GFP MLPCN	Efflux pump mplx	AHR act	RPL19A TOR yeast	MEP2-GFP yeast	LAP4 TOR yeast
CN(CC(=O)Nc1ccc(F)c(F)c1F)C(=O)CN1C(=O)C2CCCCC2C1=O (stereo not drawn)	100	96	98	0.2	1	103	101	95
Cc1ccc(O)c(C(CC(=O)NC2CCCCC2)c2ccccc2)c1 (stereo not drawn)	100	97	96	0.3	1	95	96	95
O=c1[nH]c(CSc2nnc(-c3ccncc3)n2Cc2ccco2)nc2ccccc12	96	98	104	-0.1	3	97	94	89
CS(=O)(=O)c1ccc(-c2nnc(NC(=O)c3cccc(N4C(=O)CCC4=O)c3)o2)cc1	94	101	109	0.1	5	96	97	105
COc1ccc(CC(=O)N/N=C(\C)CC(=O)Nc2ccc3c(c2)OCCO3)cc1	108	107	109	0.1	5	101	101	103
COc1ccc2no[n+]([O-])c2c1	107	105	98	0.5	0	101	107	109
CCC(=O)N[C@@H]1CC(C(C)(C)NC(=O)CC)CC=C1C (stereo partly drawn)	98	110	101	0.0	2	103	99	92
CCOc1ccc(NC(=O)c2ccc(N3CC4CC(C3)c3cccc(=O)n3C4)c(NC(=O)c3cccnc3)c2)cc1 (stereo not drawn)	105	102	106	0.0	-2	103	102	105
CC1CN(c2ncnc3c2cnn3-c2ccc(Cl)cc2)CC(C)O1 (stereo not drawn)	106	100	103	0.3	8	102	123	111
Cc1cc(C(=O)CS(=O)(=O)c2ccc(Cl)cc2)cc(C)c1O	93	104	109	-0.1	2	109	109	103
COc1ccc(CCN2CC(O)=C(c3nc4ccccc4c(=O)[nH]3)C2=N)cc1OC	102	104	103	0.1	-3	99	98	97
Cc1ccc(C(C)(c2ccc(N)cc2)c2ccc(N)cc2)cc1	99	87	103	0.2	-2	96	97	105
Cc1ccc(CNS(=O)(=O)c2ccc(CN3C(=O)c4cccnc4C3=O)s2)o1	110	103	104	0.1	0	101	103	96
COc1ccc(Cc2nnc(NC(=O)CS(=O)(=O)Cc3ccccc3)s2)cc1	99	99	95	-1.2	2	91	90	98
O=C(Nc1ccc(N2CCOCC2)c(Cl)c1)c1ccc2c(c1)OCCO2	113	100	94	0.1	0	96	97	88
COc1ccc(-c2csc(NC(=O)CS(=O)(=O)c3ccccc3)n2)cc1	110	81	103	0.2	5	96	93	102
NC(=O)c1oc2ccccc2c1NC(=O)C1COc2ccccc2O1 (stereo not drawn)	114	92	95	0.2	36	93	97	93
COc1ccc(NC(=O)c2cncc(Br)c2)c(S(=O)(=O)N2CCOCC2)c1	101	97	90	-0.1	19	91	94	91
C=C1CCC[C@]2(C)C[C@H]3OC(=O)C(CNCC(OC)OC)[C@H]3CC12 (stereo partly drawn)	96	104	108	-0.1	1	104	102	103
COc1ccc(/C=N/NC(=S)Nc2ccccc2)cc1COc1ccccc1F	104	99	104	-0.2	1	102	100	95
CCNC(=O)CC1SC(=Nc2ccccc2C)N(C)C1=O (stereo not drawn)	94	95	100	0.0	-1	102	108	106
Cc1cc2nc(SCC(=O)N(C)C)c3c(c2cc1C)CCCC3	100	96	90	0.1	16	96	107	113
CCOCCCn1c(SCC(=O)NCc2ccc3c(c2)OCO3)nc2ccccc2c1=O	92	99	99	0.7	70*	105	108	94
COc1ccc(Cc2nnc(Nc3ccc4c(c3)OCCO4)[nH]c2=O)cc1	105	99	100	-0.2	1	97	104	99
CC(C)(C)c1csc(NC(=O)c2cccnc2)n1	106	99	104	0.0	/	101	107	100
Carrying on.
SMILES	Yeast superoxide	CIT2-GFP yeast	AGP1-GFP MLPCN	Efflux pump mplx	AHR act	RPL19A TOR yeast	MEP2-GFP yeast	LAP4 TOR yeast
CCOC(=O)N1CCC(N(CCOC)C(=S)Nc2cccc(SC)c2)CC1	136	98	100	0.2	2	95	111	107
Cc1ccc(NC(=O)CN(C)C(=O)c2ccc(Cl)c(S(=O)(=O)NCc3ccco3)c2)cc1	82	97	104	-0.3	3	99	98	110
CC(=O)c1ccc(N2CCN(c3ncccn3)CC2)cc1	98	95	100	0.2	-3	101	97	114
COc1ccc(NC(=O)N2CCCc3ccccc32)cc1	96	103	95	0.0	4	100	104	89
CCOc1ccc(NCC(=O)c2ccc(C)cc2)cc1	92	82	110	-0.2	-2	101	108	109
Cc1[nH]c(=O)cc2ccccc12	106	95	98	0.0	2	96	98	99
O=S(=O)(NCc1nnc2ccccn12)c1ccc(Cl)cc1	84	97	98	0.3	0	98	103	99
COc1ccc(CN(C(=O)c2cc(=O)c3ccccc3o2)C2CCS(=O)(=O)C2)cc1 (stereo not drawn)	110	112	105	-0.2	-3	103	107	91
COc1ccccc1C(=O)COC(=O)/C(=C/c1ccccc1)NC(C)=O	102	104	106	0.0	24	106	106	106
COc1cc(C(=O)Nc2cc(OC)c(OC)c(OC)c2)ccc1OCc1c(C)noc1C	91	98	91	0.0	-1	95	97	92
CCOC(=O)C1=C(O)CSC1=Nc1cccc(Cl)c1	94	97	/	0.0	-5	101	113	102
O=C(NCCc1ccccc1)c1cccc2c1C(=O)c1ccc(N3CCOCC3)cc1S2(=O)=O	113	95	91	0.5	13	96	90	88
CCNC(=S)N(Cc1cc2c(C)ccc(C)c2[nH]c1=O)C1CCCC1	101	86	96	-0.1	0	87	88	99

Molecules above containing fluorine:
SMILES	Yeast superoxide	CIT2-GFP yeast	AGP1-GFP MLPCN	Efflux pump mplx	AHR act	RPL19A TOR yeast	MEP2-GFP yeast	LAP4 TOR yeast
COc1ccc(NC(=O)CS(=O)(=O)c2ccc(F)cc2)cc1	88	105	106	-0.1	-1	92	102	112
COC(=O)C(NC(=O)c1ccc(OC)cc1)(Nc1ncc(S(=O)(=O)c2ccc([N+](=O)[O-])cc2)s1)C(F)(F)F (stereo not drawn)	111	93	102	0.1	5	95	98	98
O=C1NCC(NC(=O)C(F)(F)F)c2cc3c(cc21)OCO3 (stereo not drawn)	100	108	104	-0.2	0	103	102	92
O=C(c1cc2ccccc2o1)N1CCN(c2cccc(C(F)(F)F)c2)CC1	96	100	91	-1.9	-6	98	100	79
COC(=O)C1=C(COc2ccc(F)cc2)NC(=O)NC1c1ccc(C)cc1C (stereo not drawn)	97	104	99	0.0	1	99	101	101
Cc1cc(C(=O)COC(=O)C2=COCCO2)c(C)n1-c1cccc(F)c1	99	101	102	-0.2	-3	98	98	100
CN(CC(=O)Nc1ccc(F)c(F)c1F)C(=O)CN1C(=O)C2CCCCC2C1=O (stereo not drawn)	100	96	98	0.2	1	103	101	95
COc1ccc(/C=N/NC(=S)Nc2ccccc2)cc1COc1ccccc1F	104	99	104	-0.2	1	102	100	95
